UGM FP inh – inhibitors of M. tuberculosis UDP-galactopyranose mutase | AID 504406 | P9WIQ1 | 320,000 tested, 0.06% active | purified UGM, fluorescence polarization probe displacement | inhibition, % at 10 µM; in the data active = inhibition above about 10%, passing the limit was not always enough; inconclusive = no clear call, values can overlap the other calls
CCHFV vOTU inh – blocks the CCHF virus ovarian tumor domain protease; CCHFV vOTU protease, Pep-AMC fluorescence; inhibition, % at 11.5 µM; 370,000 tested, 0.55% active; note: 0% = vehicle wells with enzyme and 100% = no enzyme wells
MazF activator – increases E. coli MazEF RNase cleavage of RNA; activation, % at 20 µM; P0AE70; AID 504720; FAM/BHQ RNA-DNA oligo cleavage fluorescence, 5 h; 350,000 tested, 0.32% active; in the data active = activation above about 50%
Target sequence (P0AE70 whole entry, looked up): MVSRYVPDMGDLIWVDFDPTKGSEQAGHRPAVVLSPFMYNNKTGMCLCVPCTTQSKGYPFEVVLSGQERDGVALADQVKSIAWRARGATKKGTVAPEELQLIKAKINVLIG
Mtb BioA inh – blocks M. tuberculosis BioA enzyme activity | 360,000 tested, 0.096% active | purified M. tuberculosis BioA enzyme, plate reader | inhibition, % at 9.99 µM; in the data active = inhibition above about 40%; inconclusive = no clear call, values can overlap the other calls
GDH-TPI inh – inhibits GDH-TPI coupling enzymes, artifact for Mtb FBA screen. inhibition, % at 4.8 µM. GDH-TPI coupled enzyme counterscreen, NADH absorbance. 360,000 tested, 1.2% active;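 note: 0% = DMSO wells and 100% = wells lacking the enzyme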
BoNT F protease – inhibitors of Botulinum neurotoxin F light chain protease. Multiplex microsphere protease cleavage assay, flow cytometry. inhibition, % at 10 µM. 360,000 tested, 0.22% active; in the data active = inhibition above about 35%, passing the limit was not always enough; inconclusive = no clear call, values can overlap the other calls; note: plate controls were buffer without enzyme for full effect and enzyme alone for no effect
DUSP3 inh – blocks human VHR1 dual specificity phosphatase; AID 1654; recombinant VHR phosphatase, pNPP absorbance; 290,000 tested, 0.52% active; P51452; inhibition, % at 13.3 µM; in the data active = inhibition above about 50%; note: some compounds called inactive have numbers as strong as hits
Target sequence (P51452 whole entry, looked up): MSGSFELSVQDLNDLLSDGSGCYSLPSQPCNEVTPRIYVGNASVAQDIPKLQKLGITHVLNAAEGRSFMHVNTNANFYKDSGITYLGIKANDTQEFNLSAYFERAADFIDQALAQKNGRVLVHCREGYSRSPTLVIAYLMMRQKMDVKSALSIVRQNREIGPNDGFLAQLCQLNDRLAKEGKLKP
FBA Mtb inh – inhibitors of M. tuberculosis fructose-bisphosphate aldolase; 360,000 tested, 2.3% active; P9WQA3; purified M. tuberculosis FBA, fluorescence read-out; inhibition, % at 1 µM; in the data active = inhibition above about 27%;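 note: 0% = vehicle and 100% = reference inhibitor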
Target sequence (P9WQA3 whole entry, looked up): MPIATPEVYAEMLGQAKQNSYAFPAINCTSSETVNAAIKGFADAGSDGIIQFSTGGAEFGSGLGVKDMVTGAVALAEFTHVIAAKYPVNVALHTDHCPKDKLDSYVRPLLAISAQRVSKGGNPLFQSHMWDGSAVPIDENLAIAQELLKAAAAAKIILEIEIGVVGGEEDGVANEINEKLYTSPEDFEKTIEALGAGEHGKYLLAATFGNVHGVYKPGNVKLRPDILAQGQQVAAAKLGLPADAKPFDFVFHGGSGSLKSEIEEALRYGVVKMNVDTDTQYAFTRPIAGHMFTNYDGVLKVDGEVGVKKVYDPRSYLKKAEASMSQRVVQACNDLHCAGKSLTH
FadD28 binding – M. tuberculosis FadD28 bisubstrate binding inhibition; FadD28 bisubstrate probe binding, fluorescence polarization; inhibition, % at 12.5 µM; 360,000 tested, 0.22% active; AID 588549; in the data active = inhibition above about 8.5%, passing the limit was not always enough; inconclusive = no clear call, values can overlap the other calls
Rv3671c inh – inhibits the M. tuberculosis serine protease Rv3671c | inhibition, % at 5.96 µM | AID 2606 | 320,000 tested, 0.048% active; in the data active = inhibition above about 38%;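 note: extracellular domain of Rv3671c used as enzyme; 0% = enzyme with DMSO and 100% = no enzyme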
Target sequence (P9WHR9 whole entry, looked up, the tested form may be a part): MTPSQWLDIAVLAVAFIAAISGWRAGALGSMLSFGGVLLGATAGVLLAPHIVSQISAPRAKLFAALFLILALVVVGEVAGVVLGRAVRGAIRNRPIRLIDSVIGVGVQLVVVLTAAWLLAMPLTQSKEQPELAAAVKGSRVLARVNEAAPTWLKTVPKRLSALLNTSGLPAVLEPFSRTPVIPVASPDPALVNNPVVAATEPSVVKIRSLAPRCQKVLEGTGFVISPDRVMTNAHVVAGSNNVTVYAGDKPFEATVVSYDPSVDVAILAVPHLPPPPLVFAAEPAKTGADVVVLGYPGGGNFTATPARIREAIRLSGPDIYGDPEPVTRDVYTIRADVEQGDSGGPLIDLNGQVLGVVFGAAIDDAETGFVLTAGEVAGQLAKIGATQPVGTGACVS
* hit, by the source's call; ? = inconclusive; . = not tested or not shown. Cut-off read from the data, not from the text of the source, unless noted: active = inhibition above about 30%; inactive = the rest.

Values in the order: Mtb BioA inh | DUSP3 inh | UGM FP inh | BoNT F protease | CCHFV vOTU inh | FBA Mtb inh | MazF activator | FadD28 binding | Rv3671c inh | GDH-TPI inh
CC(=O)Nc1ccc(N2CCC(C)CC2)c([N+](=O)[O-])c1
  . | 25 | 3.2 | 0 | -9 | -3 | 9 | 2.0 | -5 | 2
COc1ccc2[nH]c(-c3ccc(C)cc3)cc(=O)c2c1
  0.4 | 0 | 0.1 | -10 | . | 44* | 4 | -2.1 | 2 | 17
Cn1ccc2c(-c3ccc4[nH]ccc4c3)cc3c(c21)C1CCC3O1 (configuration not stated)
  0.0 | . | . | -3 | -9 | 47* | . | 4.9 | . | .
COC(=O)C1=C(c2ccc(F)cc2F)C[C@@H]2CC[C@H]1N2C(=O)NCc1ccc(C(F)(F)F)cc1
  -2.2 | . | 5.2 | -5 | 15 | 1 | 2 | -5.1 | -11 | 6
Cc1ccccc1C(O)(Cc1ccccc1)C1CN2CCC1CC2 (configuration not stated)
  0.7 | 47 | -1.7 | -5 | 2 | 2 | 3 | -1.2 | 1 | 3
CC(Sc1nnc(N)s1)C(=O)Nc1ccc2c(c1)OCCO2 (configuration not stated)
  0.3 | 26 | 1.8 | -5 | -5 | 5 | 7 | -2.5 | -7 | 18
COc1cccc(Oc2ccc(S(=O)(=O)N3CCOCC3)cc2[N+](=O)[O-])c1
  -0.1 | . | 2.4 | -20 | -8 | -2 | 5 | -3.8 | -1 | 1
CCN(Cc1ccc2c(c1)OCO2)C(=O)CSc1ncnc2sccc12
  . | . | 1.4 | -2 | 7 | 5 | -2 | 0.1 | 2 | 10
O=C(CSc1ccc(C(F)(F)F)cn1)Nc1ccccc1
  0.6 | 12 | -0.3 | ? | -2 | -6 | 0 | -3.3 | 13 | 0
CCN(Cc1ccccc1)C(=O)CCc1nnc(CCCc2ccccc2)o1
  2.1 | 7 | 1.6 | -8 | -7 | 6 | -10 | 0.1 | 0 | 2

Remaining list, next part
Values in the order: Mtb BioA inh | DUSP3 inh | UGM FP inh | BoNT F protease | CCHFV vOTU inh | FBA Mtb inh | MazF activator | FadD28 binding | Rv3671c inh | GDH-TPI inh
C[C@]1(C(=O)NCCc2c[nH]c3ccccc23)C=C[C@@H](Cc2ccccc2)N1C(=O)c1ccccc1
  -1.0 | 32 | 1.1 | -3 | 7 | 0 | 0 | -3.1 | -8 | 2
CC(C)CC(=O)c1c[nH]c(C(=O)NCCc2ccccn2)c1
  -2.0 | 4 | 0.1 | 7 | 2 | -2 | 1 | -3.0 | 0 | 18
CN=c1scc(-c2ccccc2F)n1/N=C(\C)c1cccnc1
  . | 58* | -2.0 | -2 | 22 | 1 | -1 | 0.0 | 4 | 8
O=C(OCC(=O)N1CCN(C(=O)c2ccco2)CC1)c1c(Cl)cccc1Cl
  -0.6 | . | 1.4 | 1 | -5 | -2 | 11 | -0.6 | -6 | 4
O=C(Nc1ccccc1N1CCOCC1)C1=COCCO1
  -0.6 | . | -0.7 | -4 | -4 | -1 | -2 | -2.9 | 6 | -4
COc1ccc(N(C)C(=O)c2ccc3c(Cl)c4c(nc3c2)CCCC4)c(OC)c1
  -0.4 | -13 | -1.6 | -2 | 10 | -4 | 5 | -3.9 | 1 | 3
CCCN1C2=NCCCN2c2ccccc21
  -0.1 | 13 | 2.4 | -9 | -1 | -3 | 5 | -2.4 | -7 | -5
NC(=O)CC[C@H](NC(=O)OCc1ccccc1)C(=O)OCc1ccc(Cl)cc1
  . | 0 | 0.2 | -4 | 5 | 0 | -5 | -0.5 | -1 | 4
COc1ccccc1C1(CC(=O)Nc2nccs2)CCOC(C(C)C)C1 (configuration not stated)
  . | 28 | 1.4 | 0 | 0 | 3 | 3 | -2.2 | 2 | 6
CCN1CCN(CNC(=O)c2cnccn2)CC1
  0.8 | 15 | 0.3 | -4 | 8 | 2 | -4 | 0.5 | 10 | -1

The listing continues.
Values in the order: Mtb BioA inh | DUSP3 inh | UGM FP inh | BoNT F protease | CCHFV vOTU inh | FBA Mtb inh | MazF activator | FadD28 binding | Rv3671c inh | GDH-TPI inh
Cc1ccsc1/C=C1/C(=O)NN(c2ccccc2)C1=O
  . | 4 | 0.6 | -2 | -12 | -5 | -2 | -2.8 | -3 | 24
Cn1ncc2c(=S)nc(Cl)[nH]c21
  -1.7 | . | . | 0 | 17 | 1 | 1 | -1.6 | . | 19
COc1ccc(C2(O)CN(c3ccccc3)C3=[N+]2CCS3)cc1OC (configuration not stated)
  . | 14 | 2.2 | -3 | -9 | 2 | -1 | -4.3 | 0 | 1
O=C(COC(=O)c1cc(F)c(F)cc1Cl)NC1CC1
  . | 12 | 0.0 | -3 | 7 | 3 | 23 | -2.2 | -6 | 2
CC(C)CCOc1ccc(CO[C@@H]2[C@H]3OC(C)(C)O[C@H]3O[C@@H]2C(O)CO)cc1 (some centres not stated)
  -0.9 | 17 | 1.3 | -2 | 2 | -2 | 10 | -2.2 | 5 | 1
CC(=O)N1CCc2c(sc3c2c(=O)n(Cc2ccccc2)c(=O)n3CC(=O)NCC2CCCO2)C1 (configuration not stated)
  3.4 | -10 | 1.5 | 4 | 15 | 0 | 12 | 0.0 | -7 | -7
CCCCc1nc(SCc2ccc([N+](=O)[O-])cc2)n[nH]1
  . | -8 | -1.5 | -3 | -1 | 1 | 2 | -2.1 | -3 | 3
Cc1cccc(NC(=O)c2nc[nH]c2C(=O)N(C)Cc2ccccc2)c1
  0.2 | . | 1.1 | 9 | -1 | -2 | 8 | -6.1 | -3 | -10
O=C(OCC#CCSc1nnc(-c2cccc3ccccc23)o1)c1ccc(Br)cc1
  -6.5 | . | 4.2 | -3 | -6 | -1 | -3 | -4.2 | -6 | -2
CCc1nc2oc3ccccc3c(=O)c2c(=O)n1CCOC
  0.6 | 23 | 2.9 | -6 | -6 | 0 | 5 | -1.5 | -5 | 1

Carrying on.
Values in the order: Mtb BioA inh | DUSP3 inh | UGM FP inh | BoNT F protease | CCHFV vOTU inh | FBA Mtb inh | MazF activator | FadD28 binding | Rv3671c inh | GDH-TPI inh
Cc1noc(C)c1COC(=O)Cc1ccc(Cl)cc1
  1.1 | 21 | 3.1 | . | 2 | 3 | 0 | -0.3 | 0 | 1
CCOC(=O)C(Cc1ccc(O)cc1)Nc1nc2ccccc2o1 (configuration not stated)
  . | . | . | -12 | 20 | 4 | 4 | -2.5 | . | 6
Cc1c(C(=O)N2CCN(c3ccccc3F)CC2)oc2c1C(=O)CC(C)(C)C2
  0.2 | 14 | -1.5 | -1 | 14 | -1 | 3 | -1.7 | -1 | 6
COc1ccc(NC(=S)N2CCN(S(=O)(=O)c3ccc(C)cc3)CC2)cc1
  8.7 | 14 | -0.2 | 0 | 18 | -2 | 4 | -0.4 | 3 | 3
COc1cc(OC)c(OC)cc1CNC(=O)c1ccc(S(=O)(=O)N2CC(C)OC(C)C2)cc1 (configuration not stated)
  -1.4 | . | 0.9 | 1 | 2 | 1 | 3 | -1.2 | -6 | 9
CCCCSc1nc2ccc(Nc3nc(N4CCOCC4)nc(N4CCOCC4)n3)cc2s1
  0.1 | -10 | 1.1 | -9 | 6 | -3 | -1 | -2.6 | 6 | 13
O=c1[nH]ncc(NCCc2ccccc2)c1Cl
  . | 15 | 0.0 | -2 | 1 | -1 | -7 | 0.0 | 3 | 3
O=C(Oc1nsnc1N1CCOCC1)N(c1ccccc1)c1ccccc1
  2.4 | 12 | -1.8 | -10 | -7 | 1 | -4 | -4.2 | 3 | 6
CC1CCN(C(=O)c2ccccc2NC(=O)c2cccs2)CC1
  -0.3 | 13 | 1.0 | 4 | 1 | 1 | 2 | . | 8 | 2
Nn1c(SCC(=O)Nc2ccc(N3CCOCC3)cc2)nnc1C1CC1
  -0.6 | . | 3.7 | -5 | -4 | -1 | 5 | -3.4 | 0 | 0

Overlap with the part before: 4 compounds, then new ones.
Values in the order: Mtb BioA inh | DUSP3 inh | UGM FP inh | BoNT F protease | CCHFV vOTU inh | FBA Mtb inh | MazF activator | FadD28 binding | Rv3671c inh | GDH-TPI inh
O=c1[nH]ncc(NCCc2ccccc2)c1Cl
  . | 15 | 0.0 | -2 | 1 | -1 | -7 | 0.0 | 3 | 3
O=C(Oc1nsnc1N1CCOCC1)N(c1ccccc1)c1ccccc1
  2.4 | 12 | -1.8 | -10 | -7 | 1 | -4 | -4.2 | 3 | 6
CC1CCN(C(=O)c2ccccc2NC(=O)c2cccs2)CC1
  -0.3 | 13 | 1.0 | 4 | 1 | 1 | 2 | . | 8 | 2
Nn1c(SCC(=O)Nc2ccc(N3CCOCC3)cc2)nnc1C1CC1
  -0.6 | . | 3.7 | -5 | -4 | -1 | 5 | -3.4 | 0 | 0
CCc1n(CC(O)COCc2ccccc2)c2ccccc2[n+]1C (configuration not stated)
  . | 10 | 2.2 | -9 | -16 | -1 | 9 | -5.5 | -4 | -7
CCC(c1nnnn1-c1ccc(OC)cc1)N1CCC2(CC1)C(=O)NCN2c1ccccc1 (configuration not stated)
  -4.1 | . | . | 6 | -4 | -2 | . | -3.2 | . | .
Cc1nn(S(=O)(=O)N(C)C)c(C)c1CN1C(=O)c2ccccc2C1=O
  2.2 | -10 | -1.7 | 4 | 15 | 3 | 5 | -2.5 | 0 | 2
O=C1CCC(C(=O)N2CCCC(N3CCN(c4cccc(C(F)(F)F)c4)CC3)C2)=NN1 (configuration not stated)
  -0.5 | -9 | -0.4 | 6 | 14 | -1 | 2 | -2.5 | 4 | -8
O=C(Cc1cccs1)Nc1ccc(S(=O)(=O)N2CCCC2)cc1
  1.2 | 4 | 0.1 | 1 | -6 | 1 | 6 | -0.6 | -7 | 3
O=C(NCc1ccco1)C1CCN(C(=O)c2cc3sccc3n2Cc2ccc(F)cc2)CC1
  6.7 | -2 | -0.6 | -5 | 14 | 0 | 0 | -0.8 | -5 | 1
NC(=O)N=Nc1c(O)n(Cc2ccccc2)c2ccc(Br)cc12
  5.2 | 1 | 1.4 | -4 | 9 | -1 | 14 | -2.8 | . | 7
CCOc1ccc(S(=O)(=O)N2CCC(C(=O)OCc3ccc(OC)cc3)CC2)cc1
  0.9 | . | -0.2 | 10 | 6 | 0 | 1 | 0.3 | 3 | 4
CCOC(=O)c1ccc(NC(=O)CSc2nnc(-c3ccncc3)n2C)cc1
  0.6 | -4 | -1.8 | 8 | -2 | 0 | 3 | -5.0 | -2 | -1
CCC(C)n1c(SCC(=O)NC(=O)Nc2ccc3c(c2)OCCO3)nc2ccccc2c1=O (configuration not stated)
  0.6 | -7 | -0.4 | -3 | -14 | -1 | 8 | -1.8 | -4 | -7
Cc1ccsc1/C=N/NC(=O)C1C(=O)NCC1c1ccccc1 (configuration not stated)
  . | 12 | -0.2 | . | -4 | . | 5 | . | 3 | .
Cc1cc2nc(C)c(Cc3ccccc3)c(=O)n2[nH]1
  7.0 | 29 | 1.2 | 1 | 5 | 23 | 5 | -1.1 | 8 | 9
Cc1ccc(Cn2c(=N)c(C(=O)NC3CCCC3)cc3c(=O)n4ccccc4nc32)cc1
  -0.5 | -2 | 2.3 | 15 | . | 53* | -9 | -2.3 | -7 | 9

Of the compounds above, these have two or more sulfur atoms.
Values in the order: Mtb BioA inh | DUSP3 inh | UGM FP inh | BoNT F protease | CCHFV vOTU inh | FBA Mtb inh | MazF activator | FadD28 binding | Rv3671c inh | GDH-TPI inh
CC(Sc1nnc(N)s1)C(=O)Nc1ccc2c(c1)OCCO2 (configuration not stated)
  0.3 | 26 | 1.8 | -5 | -5 | 5 | 7 | -2.5 | -7 | 18
CCN(Cc1ccc2c(c1)OCO2)C(=O)CSc1ncnc2sccc12
  . | . | 1.4 | -2 | 7 | 5 | -2 | 0.1 | 2 | 10
COc1ccc(NC(=S)N2CCN(S(=O)(=O)c3ccc(C)cc3)CC2)cc1
  8.7 | 14 | -0.2 | 0 | 18 | -2 | 4 | -0.4 | 3 | 3
CCCCSc1nc2ccc(Nc3nc(N4CCOCC4)nc(N4CCOCC4)n3)cc2s1
  0.1 | -10 | 1.1 | -9 | 6 | -3 | -1 | -2.6 | 6 | 13
O=C(Cc1cccs1)Nc1ccc(S(=O)(=O)N2CCCC2)cc1
  1.2 | 4 | 0.1 | 1 | -6 | 1 | 6 | -0.6 | -7 | 3

No enrichment for hits. About 4.9% of those tested had a hit in this group.
